ARFGAP1 inh: rat ARFGAP1 inhibition; inhibition, % at 16.5 µM; 360,000 compounds, 0.26% hits; Q62848; Arfgap1-stimulated ARF1 GTP hydrolysis, GDP FP detection;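 active = inhibition above a per-plate limit, mean inhibition of low control wells plus 3 SD, cut at about 25% in these data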;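 note: 0% = DMSO wells with enzyme and 100% = wells lacking Arfgap1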
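Material – truncated rat Arfgap1 GAP domain · Buffer or medium – HEPES-based buffer, pH 7.5 · Reagent – human ARF1(Δ1-17)-GTP substrate · Dosing – 16.5 µM single point, 1.26% DMSO · Schedule – GTP hydrolysis reaction 2 h at 25 °C · Technique – GDP detection by fluorescence polarization · Benchmarks – No-Arfgap1 wells (100%) versus DMSO full-reaction wells (0%) · Repeats – single replicate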
GC-A act: GC-A (human) enzyme activation | P16066 | HEK293 GC-A cells, cGMP TR-FRET, EC30 ANP; 0% at EC30 ANP, 100% saturating ANP | activation, % at 10 µM | 370,000 compounds, 0.14% hits; in the data active = activation above about 40%
ASAP1 inh: ASAP1 ArfGAP inhibition | Q9ULH1 | ASAP1-stimulated ARF1 GTP hydrolysis, GDP FP detection | inhibition, % at 16.5 µM | 360,000 compounds, 0.19% hits | AID 624377; in the data active = inhibition above about 25%;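 note: 0% = vehicle with enzyme and substrate and 100% = no enzyme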
ADAM10 inh: inhibits human ADAM10; 370,000 compounds, 0.62% hits; recombinant ADAM10, EDANS/DABCYL FRET peptide cleavage, 3 h; inhibition, % at 7 µM; AID 720582;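 active = inhibition above a per-campaign cutoff equal to the mean of compounds falling between control-based bounds plus 3 SD, cut at about 20% in these data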;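 note: 0% = DMSO wells while the 100% control is not disclosed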
Target sequence (O14672 214-748 limits assumed): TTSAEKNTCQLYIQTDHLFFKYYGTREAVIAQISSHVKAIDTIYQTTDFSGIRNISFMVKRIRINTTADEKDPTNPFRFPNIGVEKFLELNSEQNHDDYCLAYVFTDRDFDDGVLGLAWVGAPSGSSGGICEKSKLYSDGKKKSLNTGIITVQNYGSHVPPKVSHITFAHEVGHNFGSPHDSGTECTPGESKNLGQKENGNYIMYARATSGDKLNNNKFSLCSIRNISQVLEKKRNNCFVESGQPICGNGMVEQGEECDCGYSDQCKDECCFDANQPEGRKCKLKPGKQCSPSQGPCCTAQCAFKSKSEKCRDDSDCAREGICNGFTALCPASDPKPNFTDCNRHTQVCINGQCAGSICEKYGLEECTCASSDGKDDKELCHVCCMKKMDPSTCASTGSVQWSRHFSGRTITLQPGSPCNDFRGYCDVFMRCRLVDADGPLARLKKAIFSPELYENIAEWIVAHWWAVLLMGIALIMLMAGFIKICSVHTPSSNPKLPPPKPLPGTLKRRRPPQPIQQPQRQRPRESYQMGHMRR
KLK7 zymogen act: activators of human kallikrein-7 zymogen. purified proKLK7, EDANS-DABCYL substrate fluorescence; 100% is mature enzyme control, 0% vehicle. 370,000 compounds, 0.9% hits. AID 652039. activation, % at 7 µM;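 active = activation above the mean of all tested compounds plus 3 SD, computed per campaign excluding outliers beyond control limits, cut at about 13% in these data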
NPR2 activator: GC-B (human) receptor activation | HEK293-GC-B cells, CNP EC30, cGMP TR-FRET; 0% at EC30 CNP, 100% saturating CNP | activation, % at 10 µM | 370,000 compounds, 0.11% hits;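 active = activation at 10 µM reaching about 35% in either raw or pattern-adjusted values, limit read from the data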
HGIII-sPLA2 inh: Blocks human group III sPLA2 activity | QFRET BODIPY PC-A2 liposome hydrolysis, fluorescence | Q9NZ20 | AID 743126 | inhibition, % at 12.2 µM | 370,000 compounds, 0.56% hits;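 active = inhibition above mean plus 3 SD of compounds lying within the high and low control bounds, cut at about 19% in these data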;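 note: 0% = median of test compound wells and 100% = no enzyme DMSO wells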
FXN GAA850 act: activators of GAA850 frataxin (FXN) promoter. activation, % at 6 µM. AID 540364. HEK293 lucGAA850 FXN promoter luciferase reporter, 24 h; percent of 10 µM SAHA response. 360,000 compounds, 0.56% hits;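 active = activation above the average of all compounds screened plus 3 SD, cutoff fixed separately per campaign, cut at about 7.5% in these data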;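 note: 0% = DMSO wells and 100% = 10 µM SAHA wells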
Tn6 DDE FP: disrupts Tn6 cyclic peptide binding to fibrin D-Dimer-E complex; Fibrin DD(E) TRITC-Tn6 fluorescence polarization displacement; 370,000 compounds, 0.21% hits; inhibition, % at 8.3 µM; AID 720509; P02675;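 active = inhibition above a per-campaign cutoff: mean of compounds within control limits plus 3 SD, cut at about 15% in these data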;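 note: 0% = median of all compound wells on the plate and 100% = blocking peptide control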
Target sequence (P02675 whole entry, looked up): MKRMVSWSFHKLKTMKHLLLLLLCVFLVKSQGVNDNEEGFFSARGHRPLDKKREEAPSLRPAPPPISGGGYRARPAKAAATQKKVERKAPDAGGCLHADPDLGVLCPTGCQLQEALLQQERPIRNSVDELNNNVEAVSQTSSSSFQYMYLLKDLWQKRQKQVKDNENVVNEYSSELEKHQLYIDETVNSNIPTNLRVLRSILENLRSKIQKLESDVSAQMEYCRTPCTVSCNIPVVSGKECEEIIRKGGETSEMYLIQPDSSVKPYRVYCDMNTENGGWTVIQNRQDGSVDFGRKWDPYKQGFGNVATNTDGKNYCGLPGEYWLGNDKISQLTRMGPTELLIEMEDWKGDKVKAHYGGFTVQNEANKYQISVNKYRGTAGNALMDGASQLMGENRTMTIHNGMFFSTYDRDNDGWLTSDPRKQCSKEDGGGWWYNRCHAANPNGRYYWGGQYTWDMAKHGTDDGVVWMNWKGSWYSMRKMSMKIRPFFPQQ
rCAG binder: binds r(CAG) RNA repeats | r(CAG) RNA repeat, TO-PRO-1 dye displacement fluorescence | inhibition, % at 3 µM | 370,000 compounds, 1.3% hits;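 active = inhibition above the plate cutoff, the mean of all test compounds on that plate plus 3 SD, cut at about 35% in these data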;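 note: 0% = DMSO alone and 100% = 100 µM mitoxantrone as full dye displacement; higher means more dye released from RNA so lower well fluorescence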
* hit, by the source's call; · = not tested or not shown.

SMILES	ARFGAP1 inh	GC-A act	ASAP1 inh	ADAM10 inh	KLK7 zymogen act	NPR2 activator	HGIII-sPLA2 inh	FXN GAA850 act	Tn6 DDE FP	rCAG binder
Cc1n[nH]c(=O)c2c(NC(=O)COC(=O)Cc3ccc(Cl)cc3Cl)oc(C)c12	-2	5	3	-9	0.2	-1	7	0.4	-6	1
CC(C)C(=O)Nc1ccc(N2CCOCC2)c(S(=O)(=O)Nc2ccccc2Cl)c1	11	1	8	-15	0.4	3	9	1.1	-1	6
CCN1CCN(S(=O)(=O)c2ccc(Cl)c(C(=O)N(C)Cc3cccc(OC)c3)c2)CC1	15	-1	-10	-5	-0.1	1	-2	-1.9	-4	-9
Clc1ccc(N2CCN(Cc3ccco3)CC2)cc1	-16	-1	1	2	0.4	-2	-4	1.7	-4	0
NNc1ccc(S(=O)(=O)N2CCCCC2)cn1	0	1	-13	-8	-0.2	3	0	0.2	4	4
O=C(Nc1cc(Cl)ccc1Cl)C1Cc2ccccc2O/C1=N\O (stereo not given)	6	-14	10	11	-0.1	-8	-19	1.8	-7	4
CS(=O)(=O)N(CC(=O)O)c1ccc(Oc2ccccc2)cc1	-10	2	-5	-6	-0.3	-1	-4	0.7	-1	0
O=C(/C=C/NNC(=O)c1ccccc1)c1ccc([N+](=O)[O-])cc1	4	-3	5	13	-0.1	-2	-1	0.0	-1	11
CCc1ccc2c(F)cccc2n1	-4	0	-14	3	0.2	-1	3	·	1	3
O=C(Nc1cccc2c1C(=O)NC2=O)c1ccc(S(=O)(=O)N2CCCC2)cc1	-6	1	-4	-189	22*	-4	-8	1.0	-1	0
CCOc1ccc(CCNC(=O)COC(=O)CSc2ccccc2C)cc1OCC	6	-1	-11	2	0.8	0	-19	-0.6	1	-6
Cc1ccc(NC(=O)OCCN(C)C(=O)Nc2ccc(C)cc2C)c(C)c1	-7	1	3	-12	-0.4	-3	5	·	-6	-1
Cc1ccc(S(=O)(=O)N2CC=C(C(=O)NC3CCCC3)CC2)cc1	5	4	-1	2	-0.1	7	3	0.4	-3	4
COC(=O)[C@]12C[C@H](CC(=O)NCCCN3CCCC3=O)C(=O)N(CCc3ccc(OC)c(OC)c3)C1=C[C@H](C1CCCC1)O[C@@H]2C	·	0	·	2	0.2	5	0	·	2	-1
O=[N+]([O-])/C=C\c1ccc(N2CCOCC2)cc1	13	25	7	-6	-0.5	-1	9	2.5	1	3
O=C(CNC(=O)c1ccc(Cl)cc1Cl)OCc1nnc(-c2ccccc2Br)o1	13	8	3	-11	0.0	2	1	-1.1	-6	3
COc1ccc(/C(N)=N/OC(=O)c2cccc([N+](=O)[O-])c2)cc1OC	-8	-1	-1	1	-0.3	-6	4	-0.4	-4	5
CCn1nc(C(=O)NCc2ccco2)c(Cl)c1Cl	0	3	4	2	0.1	-7	0	-0.3	9	2
COC(=O)[C@H](CCSC)NC(=O)NC1CC1	0	1	-5	3	-0.3	-9	0	2.8	-5	0
Cc1cc(C)n2nc(SCc3c(F)cccc3Cl)nc2n1	7	5	-10	8	-0.1	-4	-6	4.9	2	3
COc1cccc(CN(C)Cc2nc(Cc3ccccc3Cl)no2)c1	-1	1	2	-2	-0.1	4	-3	-0.2	-3	-6
O=C(NS(=O)(=O)c1ccccc1)c1ccccc1O	0	1	5	2	-0.7	10	-10	1.6	10	3
COCCNC(=O)/C(C#N)=C/c1ccc(SC)cc1	6	2	-2	-37	0.7	-2	7	4.8	3	-4
Cc1cccc(NC(=O)C2CCCN2S(=O)(=O)c2ccc3c(c2)n(C)c(=O)c(=O)n3C)c1 (stereo not given)	12	1	-8	-17	0.1	5	7	0.8	-3	4
O=C(NCCc1c[nH]c2ccccc12)[C@H](Cc1c[nH]c2ccccc12)NC1(C(=O)NC2CCCCC2)CCCCCCC1	·	-9	·	3	·	-14	-14	·	0	·

Fetched by structure from the entries so far, 2 records:
SMILES	ARFGAP1 inh	GC-A act	ASAP1 inh	ADAM10 inh	KLK7 zymogen act	NPR2 activator	HGIII-sPLA2 inh	FXN GAA850 act	Tn6 DDE FP	rCAG binder
CCn1nc(C(=O)NCc2ccco2)c(Cl)c1Cl	0	3	4	2	0.1	-7	0	-0.3	9	2
Cc1cccc(NC(=O)C2CCCN2S(=O)(=O)c2ccc3c(c2)n(C)c(=O)c(=O)n3C)c1 (stereo not given)	12	1	-8	-17	0.1	5	7	0.8	-3	4

Additional structures.
SMILES	ARFGAP1 inh	GC-A act	ASAP1 inh	ADAM10 inh	KLK7 zymogen act	NPR2 activator	HGIII-sPLA2 inh	FXN GAA850 act	Tn6 DDE FP	rCAG binder
CC(C)c1cc(-c2cc(C(=O)Nc3ccccc3)on2)nc(NC2CCCC2)n1	8	-1	2	-29	-1.7	2	-4	0.0	7	0
CCN1CCN(S(=O)(=O)c2ccc(Cl)c(C(=O)N(C)C(c3ccccc3)c3ccccc3)c2)CC1	-5	-17	-6	5	-0.5	-8	-11	-3.0	-3	-7
COc1ccc(C(CC(=O)O)NS(=O)(=O)c2ccc3c(c2)NC(=O)CO3)cc1 (stereo not given)	10	0	11	1	-0.4	7	-8	-0.2	1	3
CCOCCCNC(=O)CN1C(=O)/C(=C\c2ccc(C)cc2)Sc2ccccc21	-6	3	3	4	-0.2	-1	-1	-1.5	-4	-5
COc1cccc(NC(=O)CSc2nn3c(=O)c(C)nnc3s2)c1	-8	1	7	-4	-0.5	6	3	-2.3	7	0
O=C(c1ccc(Cn2c(=S)[nH]c3ccc(N4CCOCC4)cc3c2=O)cc1)N1CCN(c2ccc(F)cc2)CC1	-16	-1	0	-71	-8.9	-1	0	2.5	4	12
CCOC(=O)C1CSCCS(=O)(=O)N1Cc1cc(F)ccc1Br (stereo not given)	13	1	0	-8	-0.2	2	16	·	2	3
c1ccc2c(c1)CCN(c1nc3cc4c(cc3s1)OCO4)C2	2	2	0	-4	-0.6	5	0	4.0	-3	8
O=C(Cc1c[nH]c2ccccc12)Nc1ccccc1N1CCOCC1	5	-27	9	-6	0.4	-17	-21	2.8	-2	0
CCOC(=O)c1sc(SC)c2c1CCCC2=O	1	2	0	15	-0.1	-2	7	2.0	0	0
O=C(Nc1ccc(F)c([N+](=O)[O-])c1)c1cccs1	3	-2	4	-2	-0.4	-6	-1	-1.5	3	0
CCOC(=O)C1CCN(C(=O)COC(=O)c2oc3ccc(OC)cc3c2C)CC1	-5	3	2	-288	-0.3	3	-1	-1.2	-3	-1
CC1(C)CN(CCc2ccccc2)C(=O)[C@H]1CC(=O)Nc1ccccc1	-1	-3	-8	2	0.3	5	1	-1.6	2	-2
Cc1cccc2cc(CN(Cc3cccs3)C(c3nnnn3C3CCCC3)C(C)C)c(=O)[nH]c12 (stereo not given)	-14	0	9	5	0.9	9	-6	-1.7	6	3
CN(C)C(=O)c1ccc(NC(=O)CSc2nc3ccccc3[nH]2)cc1	-4	2	1	2	-0.3	-2	-1	2.3	-3	-3
O=C1NC(=O)/C(=C/c2ccccc2Oc2ccc(Cl)cc2)S1	-22	2	-18	-2	-0.1	2	-6	-0.1	-3	19
Cc1cccc(CN2CCCC(C(=O)Nc3ccccc3Oc3cccnc3)C2)c1 (stereo not given)	-4	-6	-12	-1	0.2	3	3	-0.4	1	-9
Cc1ccc(S(=O)(=O)N2CCC(=O)c3ccccc32)cc1	2	1	-3	-178	3.9	-4	0	-0.5	-4	-1
COc1ccc(C(C)C)cc1-c1cccc2nncn12	12	7	0	-98	1.8	2	21*	1.5	-7	0
O=C(NCC(=O)N(CC1CCCO1)C(C(=O)NC1CCCCC1)c1ccc(F)cc1)c1ccco1 (stereo not given)	5	-5	-4	-2	-0.5	-3	-6	1.0	7	-11
CCc1nnc2n1N=C(c1ccc(-c3cc(Cl)ccc3Cl)o1)CS2	16	-7	13	-4	-0.8	-1	0	4.1	-2	10
COc1cccc(NC(=O)c2ncn[nH]2)c1	-3	2	-3	-1	0.2	0	4	0.7	-8	-2
O=C1CCc2cc(S(=O)(=O)Nc3cccc(Cl)c3)ccc2N1	0	-15	-3	0	0.8	-4	-8	0.7	-1	5
O=C(O)CSc1nnc(-c2ccc(Cl)cc2Cl)n1Cc1ccccc1	4	2	0	-3	0.3	-3	-3	0.1	-5	6
O=C(c1ccc(Oc2ccc(Cl)cc2)c([N+](=O)[O-])c1)N1CCCC1	3	3	-4	1	-0.5	7	-3	1.0	-1	-1
CCOC(=O)CC(=O)CSc1nc(-c2cccnc2)ccc1C#N	-8	8	6	-137	84*	-3	-9	3.8	-3	8
O=c1nc(NCc2ccccc2Cl)cn[nH]1	5	-2	11	-14	-0.9	1	25*	-0.2	-10	-4
CCOc1cc(/C=N/NC(=O)C(=O)NCC2CCCO2)ccc1OCC(=O)N1CCOCC1 (stereo not given)	10	-1	-6	-8	0.2	3	-3	-0.7	-4	-6
O=C(c1cc(-c2ccncc2)nc2ccc(Cl)cc12)N1CCN(Cc2ccc3c(c2)OCO3)CC1	4	-4	5	7	0.3	3	9	-1.3	2	2
COc1ccc(Cc2nnc(SCC(=O)Nc3ccc(C)c(Cl)c3)[nH]c2=O)cc1	-6	1	-8	3	0.3	-6	-8	1.2	10	70*

Entries above containing an aryl thioether with sulfur outside any ring, in the order listed:
SMILES	ARFGAP1 inh	GC-A act	ASAP1 inh	ADAM10 inh	KLK7 zymogen act	NPR2 activator	HGIII-sPLA2 inh	FXN GAA850 act	Tn6 DDE FP	rCAG binder
CCOc1ccc(CCNC(=O)COC(=O)CSc2ccccc2C)cc1OCC	6	-1	-11	2	0.8	0	-19	-0.6	1	-6
Cc1cc(C)n2nc(SCc3c(F)cccc3Cl)nc2n1	7	5	-10	8	-0.1	-4	-6	4.9	2	3
COCCNC(=O)/C(C#N)=C/c1ccc(SC)cc1	6	2	-2	-37	0.7	-2	7	4.8	3	-4
COc1cccc(NC(=O)CSc2nn3c(=O)c(C)nnc3s2)c1	-8	1	7	-4	-0.5	6	3	-2.3	7	0
CCOC(=O)c1sc(SC)c2c1CCCC2=O	1	2	0	15	-0.1	-2	7	2.0	0	0
CN(C)C(=O)c1ccc(NC(=O)CSc2nc3ccccc3[nH]2)cc1	-4	2	1	2	-0.3	-2	-1	2.3	-3	-3
O=C(O)CSc1nnc(-c2ccc(Cl)cc2Cl)n1Cc1ccccc1	4	2	0	-3	0.3	-3	-3	0.1	-5	6
CCOC(=O)CC(=O)CSc1nc(-c2cccnc2)ccc1C#N	-8	8	6	-137	84*	-3	-9	3.8	-3	8
COc1ccc(Cc2nnc(SCC(=O)Nc3ccc(C)c(Cl)c3)[nH]c2=O)cc1	-6	1	-8	3	0.3	-6	-8	1.2	10	70*

Screens from PubChem.
